# TRPN1 ag – activates the zebrafish TRPN1 channel; HEK293 zebrafish TRPN1-YFP, Fluo-8 calcium fluorescence; 100% = response to 87 µM carbachol; activation, % at 3 µM; 0.18% of 220,000 active; AID 1424;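 active means activation above its plate's cutoff, the mean activation of test wells on that plate plus 3 SD, cut at about 19% in these data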;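 further: 0% = DMSO alone and 100% = 87 µM carbachol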
#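 Assay system: Zebrafish TRPN1-YFP in HEK293 cells | Incubation: Dye loading 1 h at 37 °C, then 30 min room temperature | Measured by: Kinetic Fluo-8 fluorescence, ex 470-495, em 515-575 nm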
# PERK inh – blocks human PERK kinase | inhibition, % at 5.6 µM | 0.17% of 220,000 active | CHO PERK-DD fusion, SEAP luminescence translation reporter | Q9NZJ5;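 active means inhibition above the mean inhibition of all tested compounds plus 3 SD, set separately per screening campaign, cut at about 2.9% in these data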;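 further: PERK kinase domain activated by AP20187 dimerizer at 100 nM; 0% = DMSO with dimerizer and 100% = rapamycin at 8.4 µM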
# S1P4 antagonist – human S1P4 receptor antagonism; S1P4-expressing cells, antagonist mode, reporter read-out; O95977; 0.26% of 220,000 active; inhibition, % at 4.98 µM; in the data active means inhibition above about 29%;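 further: 0% = wells stimulated with agonist and 100% = vehicle wells without agonist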
# Target sequence (O95977 whole entry, looked up): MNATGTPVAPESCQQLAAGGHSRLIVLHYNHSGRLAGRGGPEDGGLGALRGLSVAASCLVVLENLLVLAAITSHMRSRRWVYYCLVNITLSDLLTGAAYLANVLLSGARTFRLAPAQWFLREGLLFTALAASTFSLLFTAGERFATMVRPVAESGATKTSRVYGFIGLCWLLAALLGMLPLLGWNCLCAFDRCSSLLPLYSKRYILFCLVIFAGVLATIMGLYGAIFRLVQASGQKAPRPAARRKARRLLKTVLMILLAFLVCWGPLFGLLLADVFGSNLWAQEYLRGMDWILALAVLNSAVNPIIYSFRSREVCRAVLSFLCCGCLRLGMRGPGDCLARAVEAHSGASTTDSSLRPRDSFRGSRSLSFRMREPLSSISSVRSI
# TRPML3 agonist – agonists of human TRPML3 channel. Q8TDD5. HEK293 TRPML3-YFP, Fluo-8 calcium fluorescence; 100% = the carbachol control signal. activation, % at 3 µM. 0.29% of 220,000 active;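 active means activation above its plate's cutoff, the mean activation of the plate's test wells plus 3 SD, cut at about 12% in these data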;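 further: 0% = DMSO only wells and 100% = carbachol wells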
# Target sequence (Q8TDD5 whole entry, looked up): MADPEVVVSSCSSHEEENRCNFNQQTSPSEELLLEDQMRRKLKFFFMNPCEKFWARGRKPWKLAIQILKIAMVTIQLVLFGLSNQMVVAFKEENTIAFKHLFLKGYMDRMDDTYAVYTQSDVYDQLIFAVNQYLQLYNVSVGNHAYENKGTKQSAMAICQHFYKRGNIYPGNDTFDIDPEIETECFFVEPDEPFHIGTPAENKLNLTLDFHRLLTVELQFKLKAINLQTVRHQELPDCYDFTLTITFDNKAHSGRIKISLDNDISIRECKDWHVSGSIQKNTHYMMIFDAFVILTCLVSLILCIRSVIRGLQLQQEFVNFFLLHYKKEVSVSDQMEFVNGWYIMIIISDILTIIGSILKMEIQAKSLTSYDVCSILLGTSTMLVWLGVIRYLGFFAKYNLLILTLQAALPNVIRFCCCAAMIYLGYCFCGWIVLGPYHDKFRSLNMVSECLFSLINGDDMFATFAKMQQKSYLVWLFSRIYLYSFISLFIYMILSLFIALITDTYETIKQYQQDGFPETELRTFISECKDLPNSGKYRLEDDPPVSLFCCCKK
#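 Test system: TRPML3-YFP stable HEK293 cells. Doses: single point at 3 µM. Incubation: dye loading 1 h 37 °C then 30 min ambient, 125 s read. Signal: Fluo-8 calcium dye fluorescence, ex 470-495, em 515-575 nm. Measure: percent activation from peak-to-basal fluorescence ratio, scaled between DMSO and carbachol.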
# Ba/F3 V617F tox – loss of viability in JAK2V617F-driven Ba/F3 cells; Ba/F3 EpoR-JAK2V617F viability, ATP luminescence; AID 1446; inhibition, % at 5.6 µM; 1.1% of 220,000 active;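 active means inhibition above the campaign mean plus 3 SD over all tested compounds, cut at about 24% in these data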;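 further: cytokine-independent growth of Ba/F3 cells driven by EpoR plus mutant JAK2; 0% = DMSO-treated cells and 100% = JAK inhibitor I control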
# m-calpain inh – calpain II (pig) inhibition | 0.37% of 220,000 active | inhibition, % at 16 µM | purified calpain II, fluorogenic peptide substrate, 30 min;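 active means inhibition above about 50%, limit read from the data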
# BaF3 tox – reduces parental Ba/F3 cell viability, JAK2V617F counter-screen. inhibition, % at 5.6 µM. 1.1% of 220,000 active. CellTiter-Glo ATP luminescence;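 active means inhibition above a per-campaign cutoff, the mean inhibition of all tested compounds plus 3 SD, cut at about 27% in these data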;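 further: 0% = DMSO wells and 100% = JAK Inhibitor I control wells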
# EP2 mod – EP2 receptor (human) modulation; EP2-expressing cells, cAMP HTRF FRET, PGE2 co-stimulation; induction, % at 25 µM; 0.83% of 260,000 active;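 active means compounds whose cAMP rise, as percent of the full-agonist control response, exceeds 60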;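 further: rat C6 glioma line stably carrying human EP2 under a CMV promoter; the protocol text gives 20 µM as final concentration; 100% = response of wells given 1 µM PGE2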
# S1P4 ag – agonists of human S1P4 receptor; S1P4-expressing cell line, agonist reporter assay; activation, % at 4.98 µM; 0.35% of 220,000 active; in the data active means activation above about 11%;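 further: 0% = DMSO vehicle and 100% = reference agonist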
# An asterisk follows results filed as active; . = not tested or not shown; & = joins results of further samples.
cpd	Molecule	TRPN1 ag	PERK inh	S1P4 antagonist	TRPML3 agonist	Ba/F3 V617F tox	m-calpain inh	BaF3 tox	EP2 mod	S1P4 ag
1	CN(Cc1cc2ccccc2[nH]c1=O)C(=O)C1CCCCC1	0.2	-0.5	-13	1.2	2	-9	3	-12	-1.8
2	O=C(OCC(=O)N1CCN(c2ccccc2)CC1)c1cccc(Cl)c1	-0.1	0.4	1	-0.9	0	-2	0	-10	-0.1
3	O=C(CCn1nnc2ccccc21)Nc1nnc(COc2ccccc2F)s1	-0.9	-1.0	4	0.1	0	-33	5	-10	3.3
4	CC1CCN(c2nc3ccccc3nc2C(C#N)C(=O)OC2CCCCC2)CC1 (configuration not stated)	2.3	2.1	-24	0.7	-1	-154	4	2	1.4
5	O=c1c2ccc(-c3nnc4n3-c3ccccc3SC4)cc2nc2n1CCCCC2	-0.9	0.2	-6	-0.1	-2	.	2	.	-0.1
6	Cc1ccc(Cn2c(SCC(=O)NCC3CCCO3)nc3ccsc3c2=O)cc1 (configuration not stated)	-0.9	0.1	-3	-0.3	-3	-8	11	14	1.6
7	O=c1oc2ccccc2n1Cn1c(=O)oc2ccccc21	-0.1	0.7	12	-0.6	-2	-20	0	12	0.3
8	COc1ccc(/C=N/NC(=O)c2c(C)n(C)c3ccc(OC)cc23)c(OC)c1	-0.5	-1.0	-3	0.3	-4	18	3	-6	1.9
9	CCOC(=O)COc1ccc2c(C)cc(=O)oc2c1C(=O)c1ccccc1	-0.2	0.4	-13	-0.2	1	-143	8	11	2.8
10	COc1ccc(C(=O)Nc2cc(=O)n(C)c(=O)n2C)cc1OC	1.9	0.6	-3	0.8	-2	-6	4	35	0.5
11	CCc1ccccc1NC(=O)Cn1nnc(-c2cccnc2)n1	-0.1	-0.1	2	0.8	3	30	1	2&-40	-0.1
12	O=C(NCCN1CCOCC1)c1cc2ccccc2o1	-0.7	-1.1	11	1.2	2	-11	3	6	1.5
13	CCc1ccc(C(=O)NC(CC(C)C)C(=O)O)cc1 (configuration not stated)	0.0	0.4	18	0.4	0	1	4	-12	-0.4
14	CC(=O)c1cc2c(=O)c3cc(C)ccc3oc2nc1C	1.1	-0.2	-24	0.5	5	-45	9	1	1.4
15	Cc1cc(C)nc(NC(=O)c2cc(-c3ccc(C)s3)nc3ccccc23)c1	-2.2	-0.1	-3	0.3	0	-110	0	30	1.0
16	O=C(O)CCCNC(=O)Cc1ccccc1	2.0	1.5	5	0.7	0	6	-6	-5	-0.4
17	CC(=O)c1ccc(-n2c(=O)[nH]c(=O)c3c(N)c(C(=O)c4ccc(Cl)cc4)sc32)cc1	0.7	-0.1	-6	-0.2	-1	-23	-5	-30	-0.6
18	CCC(c1nnnn1C1CCCC1)N1CCN(c2ccccc2)CC1 (configuration not stated)	-0.3	0.7	-20	0.6	-1	-60	2	-2&-25	-1.4
19	Cc1cc(N2CCOCC2)nc(N2CCOCC2)n1	1.2&1.5	2.1&0.3	-18&-6	0.8&0.8	1&4	5&-3	-4&3	-5&-17	-2.4&2.3
20	C=C(C)CN(CC)C(=O)CSc1nc(O)cc(=O)n1C1CCCC1	2.5	-0.1	-17	1.5	0	-19	8	0	1.7
21	CC(=O)C(N=Nc1ccccc1)(Sc1nnc(-c2ccccc2)n1-c1ccccc1)C(C)=O	-0.9	0.0	-1	-1.0	3	-53	6	20	-0.4
22	CCn1c(SCC(=O)C(C)(C)C)nnc1-c1ccccn1	-0.8	-0.2	-6	0.3	-6	12	1	4	-1.3
23	O=C(O)c1c(Cl)nc2ccccn12	1.3	1.0	-29	-0.1	3	3	9	24	1.3
24	O=C(Cn1cc(C(F)(F)F)ccc1=O)N/N=C/c1ccccc1O	-0.1	0.0	-2	0.6	-5	10	-2	2	-0.6
25	CCN(CC(=O)Nc1cccc(S(N)(=O)=O)c1)Cc1nc2ccccc2c(=O)[nH]1	1.9	1.9	-7	0.7	-2	9	-7	29	-0.8

# 9 entries from above, arranged by molar mass, smallest number first.
cpd	Molecule	TRPN1 ag	PERK inh	S1P4 antagonist	TRPML3 agonist	Ba/F3 V617F tox	m-calpain inh	BaF3 tox	EP2 mod	S1P4 ag
13	CCc1ccc(C(=O)NC(CC(C)C)C(=O)O)cc1 (configuration not stated)	0.0	0.4	18	0.4	0	1	4	-12	-0.4
7	O=c1oc2ccccc2n1Cn1c(=O)oc2ccccc21	-0.1	0.7	12	-0.6	-2	-20	0	12	0.3
1	CN(Cc1cc2ccccc2[nH]c1=O)C(=O)C1CCCCC1	0.2	-0.5	-13	1.2	2	-9	3	-12	-1.8
22	CCn1c(SCC(=O)C(C)(C)C)nnc1-c1ccccn1	-0.8	-0.2	-6	0.3	-6	12	1	4	-1.3
18	CCC(c1nnnn1C1CCCC1)N1CCN(c2ccccc2)CC1 (configuration not stated)	-0.3	0.7	-20	0.6	-1	-60	2	-2&-25	-1.4
20	C=C(C)CN(CC)C(=O)CSc1nc(O)cc(=O)n1C1CCCC1	2.5	-0.1	-17	1.5	0	-19	8	0	1.7
2	O=C(OCC(=O)N1CCN(c2ccccc2)CC1)c1cccc(Cl)c1	-0.1	0.4	1	-0.9	0	-2	0	-10	-0.1
8	COc1ccc(/C=N/NC(=O)c2c(C)n(C)c3ccc(OC)cc23)c(OC)c1	-0.5	-1.0	-3	0.3	-4	18	3	-6	1.9
5	O=c1c2ccc(-c3nnc4n3-c3ccccc3SC4)cc2nc2n1CCCCC2	-0.9	0.2	-6	-0.1	-2	.	2	.	-0.1

# Continued:
cpd	Molecule	TRPN1 ag	PERK inh	S1P4 antagonist	TRPML3 agonist	Ba/F3 V617F tox	m-calpain inh	BaF3 tox	EP2 mod	S1P4 ag
26	O=C(c1ccc(Br)o1)N1CCN=C1SCc1cccc(F)c1	5.1	-0.1	-20	-0.1	0	-31	3	29	5.0
27	CC(=O)Nc1ccc(S(=O)(=O)N(Cc2ccco2)CC2CCCO2)cc1 (configuration not stated)	1.4	0.0	-11	0.9	0	7	2	-16	1.2
28	COc1nc(C)c2cc(C)oc2n1	1.3	0.8	0	1.3	-2	1	3	9	1.2
29	O=C(Oc1ccc(C(=S)N2CCOCC2)cc1)c1ccc(Br)cc1	3.4	0.3	-14	0.9	-3	-7	3	-4	-0.8
30	CN(C)c1nc(N/N=C/c2c[nH]c3ccccc23)nc(N2CCOCC2)n1	0.7	0.6	-6	0.5	0	1	10	-16	1.8
31	CCN(CC)C(=O)COc1ccc(/C(C)=N/Nc2ncc(Cl)cc2Cl)cc1	-1.3	1.4	16	-0.4	-7	14	2	-11	0.9
32	O=c1[nH]cc(O)c(=O)[nH]1	0.2	-0.5	-8	0.2	4	2	-3	-14	1.2
33	Cc1ccc(C(=O)NN2C(=O)/C(=C/c3cccn3C)SC2=S)cc1	-0.4	0.3	-6	0.5	-3	-11	9	13	1.1
34	Cc1ccc(S(=O)(=O)N2CCN(S(=O)(=O)c3ccc(C)cc3)C3OCCOC32)cc1 (configuration not stated)	0.6	1.7	4	0.5	0	-31	1	28	-0.3
35	O=C(CSc1nnc(CN2CCCCCC2=O)n1-c1ccccn1)NCC(F)(F)F	2.1	2.3	3	0.1	1	-9	2	6	-0.5
36	COCCNC(=O)CSc1nc(-c2ccccc2)cs1	-0.1	-0.2	-2	-0.7	6	9	5	0	-1.4
37	CC(C(=O)Nc1ccc(F)c(F)c1F)N(C)CC(=O)Nc1ccccc1Br (configuration not stated)	1.4	-0.8	-14	0.2	2	20	9	-9	-2.2
38	CCOc1ccc(N(CC(=O)NCc2ccco2)S(=O)(=O)c2ccc(OC)c(OC)c2)cc1	-0.6	-1.6	-18	-0.5	1	-16	3	15	-0.3
39	CC(C)(C)C(=O)NC(=S)Nc1ccccc1C(=O)NC1CCCCC1	-2.0	1.2	-3	0.1	0	-21	8	-1	-1.3
40	Cc1cc(-c2nnc(CCC(=O)N(C)Cc3ccsc3)o2)no1	2.0	0.0	-8	0.6	-1	-11	3	10	3.0
41	O=Cc1ccc(N2CCCCCC2)cc1	-0.6	0.7	-3	0.2	-2	10	5	-11	-0.1
42	COc1ccc(CN2CCC(C(=O)N(C)CCc3ccc(OC)c(OC)c3)CC2)c(OC)c1	-0.7	-0.5	-25	0.5	0	-25	3	-5	0.9
43	N=C1S/C(=C\c2ccc(-c3ccccc3C(=O)O)o2)C(=O)N1c1ccc2c(c1)OCO2	0.9	1.6	-10	1.0	-4	29	0	-31	0.1
44	N=C1SCC(=O)N1c1nc(-c2ccccc2)cs1	0.0	1.5	6	0.9	-5	-6	0	-5	0.6
45	CCOC(=O)c1ccc(OCc2nc(-c3cccs3)no2)cc1	-0.7	0.5	-12	0.4	-5	10	3	1	0.5
46	CCOc1ccccc1C(=O)NC(C(=O)NCc1ccccc1OC)C(C)C (configuration not stated)	-2.8	1.8	-14	-1.3	-5	23	0	-10	-2.4
47	CCCCNC(=O)Oc1c(Br)cc2sc(=O)oc2c1Br	2.2	0.7	1	-0.2	-3	-6	0	-68	3.0
48	O=C(/C=C/c1cn(CC(O)CN2CCCCCC2)c2ccccc12)c1cccs1 (configuration not stated)	2.1	-1.0	24	2.1	4	5	8	-47	3.1
49	Cc1csc(NC(=O)c2cccc(S(=O)(=O)N3CCN(C)CC3)c2)n1	2.2	0.1	-2	1.5	2	-11	8	-1	-0.9
50	CCOC(=O)c1sc(=S)n(C)c1NC(=O)c1ccc(C(C)(C)C)cc1	11	0.2	-2	14*	-3	-7	-3	-14	-0.7
51	O=C(O)CC(NS(=O)(=O)c1cccc2nsnc12)c1ccc(F)cc1 (configuration not stated)	0.1	2.0	21	0.5	-2	26	1	0	-0.5
52	CCOc1ccc(OCC)c(NC(=O)CCCN2C(=S)NC(C)(C)CC2C)c1 (configuration not stated)	-0.5	0.2	-11	0.3	3	-1	6	-5	-0.3
53	N#CCc1ccc(OC(=O)c2cccnc2)cc1	0.8	-0.2	6	0.7	-1	-13	-2	3	1.1
54	CCOC(=O)c1c(NC(=O)c2cc(C)on2)c2cc([N+](=O)[O-])ccc2n1C	2.4	-0.6	-2	0.0	2	0	-3	13	0.5
55	O=[N+]([O-])c1ncn(C23CC4CC(CC(C4)C2)C3)n1	0.8	1.1	3	0.3	3	19	2	-5	0.4
56	C=CCN1C(c2ccc(OCC)cc2)=CS/C1=C(\C#N)c1nnc2n1CCCCC2	1.1	-1.1	0	0.4	7	42	4	-20	0.0
57	CC1CCCN(C(=O)CSc2nc3ncccc3[nH]2)C1 (configuration not stated)	1.6	-1.5	-9	0.0	1	29	3	-1	3.6
58	Cc1c(C(=O)Nc2ccc3c(c2)CCC3)cccc1[N+](=O)[O-]	3.4	-0.5	-12	-0.9	2	23	6	-52	1.2
59	Cc1ccc(N(CCC#N)C(=O)CN2C(=O)NC(Cc3ccccc3)C2=O)cc1 (configuration not stated)	1.1	-0.2	-11	1.1	-1	-11	1	4	1.4
60	CCOC(=O)c1cnc(SCC(=O)NCc2cccs2)nc1N	-0.3	0.3	-37	0.4	0	-12	7	14&-8	0.5
61	Cc1[nH]c2ccccc2c1C(=O)CSc1ccc(Cl)cc1	0.2	0.4	-14	0.6	-1	-9	7	-4	-0.1
62	Cc1ccc(CNC(=O)C2CNc3cc(C)ccc3O2)cc1 (configuration not stated)	-1.1	0.1	-6	-1.3	4	10	4	-25	-0.8
